USP8 inh: human USP8 deubiquitinase inhibition; AID 1645853; inhibition, % at 20 µM; 47,000 tested, 4.2% active; P40818; purified USP8, Ub-rhodamine cleavage fluorescence, 30 min
USP30 inh: blocks human USP30 ubiquitin-rhodamine cleavage; purified USP30, Ub-rhodamine cleavage fluorescence; inhibition, % at 25 µM; 47,000 tested, 5.3% active
USP10 inh: blocks human USP10 ubiquitin-rhodamine cleavage; purified USP10, Ub-rhodamine fluorescence, 60 min; inhibition, % at 20 µM; 47,000 tested, 1.1% active; AID 1645856
USP28 block: inhibitors of human USP28 deubiquitinase. 47,000 tested, 3% active. purified USP28, Ub-rhodamine cleavage fluorescence, 30 min. AID 1645857. inhibition, % at 25 µM
UCHL1 block: inhibitors of human UCHL1 deubiquitinase; P09936; 47,000 tested, 0.2% active; inhibition, % at 20 µM; purified UCHL1, Ub-rhodamine cleavage fluorescence; AID 1645859
USP17 inh: human USP17-like deubiquitinase inhibition; 47,000 tested, 6.5% active; inhibition, % at 50 µM; AID 1645855; A8MUK1; purified USP17, Ub-rhodamine cleavage fluorescence, 3 h
Target sequence (A8MUK1 whole entry, looked up): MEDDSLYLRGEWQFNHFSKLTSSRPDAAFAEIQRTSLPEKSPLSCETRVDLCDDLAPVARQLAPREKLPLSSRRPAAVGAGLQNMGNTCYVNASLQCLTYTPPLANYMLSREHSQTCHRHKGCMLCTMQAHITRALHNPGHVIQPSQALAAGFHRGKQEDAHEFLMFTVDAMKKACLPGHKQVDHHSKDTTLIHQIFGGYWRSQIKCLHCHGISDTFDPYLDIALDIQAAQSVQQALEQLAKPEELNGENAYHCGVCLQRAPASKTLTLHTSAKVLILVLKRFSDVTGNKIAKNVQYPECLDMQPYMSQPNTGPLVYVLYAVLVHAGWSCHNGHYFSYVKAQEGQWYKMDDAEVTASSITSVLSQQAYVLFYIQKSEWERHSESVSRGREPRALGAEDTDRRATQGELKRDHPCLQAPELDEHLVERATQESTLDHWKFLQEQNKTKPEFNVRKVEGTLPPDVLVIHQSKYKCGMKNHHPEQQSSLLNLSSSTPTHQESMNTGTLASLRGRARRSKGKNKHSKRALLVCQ
USP7 block: human USP7 deubiquitinase inhibition | Q93009 | purified USP7, Ub-rhodamine cleavage fluorescence | inhibition, % at 20 µM | 47,000 tested, 0.3% active
OTUD3 block: inhibitors of human OTUD3 deubiquitinase | 47,000 tested, 0.7% active | inhibition, % at 25 µM | purified OTUD3, Ub-rhodamine fluorescence, 2 h | Q5T2D3
Target sequence (Q5T2D3 whole entry, looked up): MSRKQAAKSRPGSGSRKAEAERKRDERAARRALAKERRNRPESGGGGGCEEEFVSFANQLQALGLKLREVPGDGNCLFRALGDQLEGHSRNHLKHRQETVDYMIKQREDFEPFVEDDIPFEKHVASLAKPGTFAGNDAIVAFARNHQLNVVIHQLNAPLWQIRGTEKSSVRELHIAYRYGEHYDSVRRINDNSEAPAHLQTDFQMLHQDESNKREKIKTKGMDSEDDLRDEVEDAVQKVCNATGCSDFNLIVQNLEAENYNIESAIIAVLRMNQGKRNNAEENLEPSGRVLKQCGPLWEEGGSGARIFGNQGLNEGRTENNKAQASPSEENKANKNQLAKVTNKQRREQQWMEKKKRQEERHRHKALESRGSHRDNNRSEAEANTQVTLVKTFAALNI
* marks the source's active call; other numbers are inactive results; i = inactive; · = no result given. No stated cut-off is given here; in the data, active means inhibition above about 30%; inactive means the rest.

#	smiles	USP8 inh	USP30 inh	USP10 inh	USP28 block
1	O=C(/C=C/c1ccc(Cl)cc1)Nc1nc2n(n1)C(c1ccccc1)CC(=O)N2 (centres undefined)	20.7	11.8	12.6	-1.4
2	COc1ccc(CCNC(=O)c2cnc3sc4c(n3c2=O)CCCC4)cc1	-3.1	-12.3	1.0	-10.3
3	O=C(CN1CCC(c2nc3ccccc3[nH]2)CC1)Nc1ccccc1	-2.4	·	0.1	·
4	COc1ccc(C(=O)CSc2nnc(-c3cc4ccccc4o3)n2C)cc1	11.6	1.9	11.8	-0.1
5	COc1cccc(NC(=O)Cn2c(=O)n(-c3ccc(F)cc3)c3ncccc32)c1	2.8	12.7	0.6	0.0
6	O=C1C[C@@H](O)[C@H](O)[C@@]23O[C@@]12C1(Oc2cccc4cccc(c24)O1)[C@@H]1O[C@@H]1[C@@H]3O	-11.2	3.8	-4.6	46.5*
7	COc1cccc(N2CCN(c3cc(SCC(=O)N4CCOCC4)ncn3)CC2)c1	-9.1	-26.0	0.4	-6.4
8	CC(C)CN1CCC2(CC1)CN(S(=O)(=O)Cc1ccccc1)C2	-2.2	18.6	-1.0	5.1
9	CCn1c(=O)c2ccccc2n(Cc2nc(-c3ccccc3OC)no2)c1=O	15.3	5.7	-1.0	1.4
10	O=C(Cc1cccnc1)Nc1ccc(N2CCN(C3CCCCC3)C2=O)nc1	-340.9	i	-2.9	-238.9
11	CNc1nc(C2CCCN(C(=O)C(C)(C)OC)C2)nc2c1CN(C)CC2 (centres undefined)	-14.3	·	-2.5	·
12	N#C/C(=C(/c1ccccc1)c1ccccc1Cl)c1ccccc1	21.1	22.4	8.1	5.8

#	UCHL1 block	USP17 inh	USP7 block	OTUD3 block
1	1.6	3.5	8.2	1.9
2	-1.0	-2.8	-0.1	-6.1
3	3.4	0.0	·	2.8
4	4.4	13.5	3.9	-1.7
5	0.0	5.7	0.0	5.2
6	0.2	81.3*	-24.0	33.1*
7	0.5	-4.2	-3.4	-14.1
8	0.8	5.7	4.2	13.5
9	2.6	56.3*	0.8	5.9
10	-150.6	-161.8	-139.8	-212.4
11	-4.7	-25.2	-3.5	-0.4
12	0.1	20.5	8.9	14.6

New compounds follow:
#	smiles	USP8 inh	USP30 inh	USP10 inh	USP28 block
13	NC(=O)[C@@H]1CN2CCN(C(=O)Nc3ccccc3)C[C@@H]2[C@H]1c1ccccc1	5.2	2.9	-0.2	0.4
14	COc1ccc2cc3c(nc2c1)OC(=O)N(Cc1ccccc1)C3	31.6*	38.7*	5.0	23.3
15	Cn1c(=O)c2c(nc(CN3CCN(C(c4ccccc4)c4ccccc4)CC3)n2CC(N)=O)n(C)c1=O	-4.8	8.0	0.1	-0.1
16	COc1ccccc1C1CCNc2ccccc2N1 (centres undefined)	-10.6	-49.5	-2.2	-16.3
17	COC(=O)c1cc(S(=O)(=O)NC2CC2)c(C)n1C	-1.6	16.5	-0.1	0.1
18	O=S(c1ccc2ccccc2c1)c1cnns1 (centres undefined)	5.1	25.5	5.0	14.1
19	CNC(=O)CN(C(=O)C1CCC1)[C@@H]1C[C@@H]2CO[C@H](C(C)C)C[C@@H]2C1	-8.5	17.4	1.2	-6.2
20	O=C(NCc1ccco1)N1CCCn2nc(-c3cccnc3)cc2C1	0.1	-55.7	-4.0	-12.4
21	COc1ccc(C(=O)CC(c2ccc(Cl)cc2)S(=O)(=O)c2ccccc2)cc1 (centres undefined)	-10.9	18.1	0.4	0.9
22	COc1ccccc1-c1nc(CN2CCN(c3ccccn3)CC2)cs1	2.8	10.6	-4.6	2.8
23	O=C(NCCN1CCCC1)c1nc2c(o1)CN(CC1CC1)C2	-58.3	0.2	-1.7	0.1
24	O=C(Nc1ccc(Cl)cc1)c1cccc(-n2cnnc2)n1	5.8	27.0	1.2	17.2

#	UCHL1 block	USP17 inh	USP7 block	OTUD3 block
13	0.1	4.8	-11.9	1.8
14	1.7	29.3	6.7	9.4
15	0.0	4.2	-1.8	-0.2
16	-5.6	0.2	-7.8	-9.5
17	0.0	-3.9	2.4	2.7
18	2.2	-8.3	-2.9	34.4*
19	-1.4	-10.4	2.0	0.3
20	-4.2	31.0*	-2.5	-11.5
21	4.5	4.6	13.3	8.1
22	0.5	0.5	-4.3	-0.7
23	0.0	-0.3	1.7	6.5
24	1.6	13.6	2.2	13.4

Continuation:
#	smiles	USP8 inh	USP30 inh	USP10 inh	USP28 block
25	O=C(c1ccn[nH]1)N1CCC2(CC1)CNS(=O)(=O)c1ccccc1OC2	12.2	18.1	6.2	4.9
26	CCc1ccc(C(C)NC(=O)C2CCN(c3ccc4nncn4n3)CC2)cc1 (centres undefined)	3.3	8.9	0.7	54.1*
27	O=C(Nc1cc(S(=O)(=O)N2CCCCC2)ccc1N1CCCCC1)c1ccc2c(c1)OCCO2	-51.4	21.0	4.1	10.2
28	COc1ccc(S(=O)(=O)N2CCNC(=O)CC2)cc1	1.7	18.2	2.2	4.9
29	N#Cc1cccc(S(=O)(=O)N2CC[C@@H]3CN(C(=O)c4ccccc4)[C@@H]3C2)c1	3.1	-13.8	-2.2	-11.6
30	CC(C)C[C@@H](C(=O)N[C@@H](CC(=O)O)C(=O)O)N1C(=O)N2CCc3c([nH]c4ccccc34)[C@@]2(C)C1=O	14.7	3.2	-1.2	10.6
31	O=C(CCc1nc(CS(=O)(=O)c2ccc(Cl)cc2)no1)N1CCOCC1	24.6	26.8	1.3	1.9
32	COc1cc2oc(=O)c(CC(=O)N[C@@H](Cc3c[nH]c4ccccc34)C(=O)O)c(C)c2cc1OC	-4.2	-3.6	1.5	-3.1
33	Cc1cccc(C(=O)NC(c2ccccc2)c2cccnc2)c1 (centres undefined)	-60.2	2.7	0.1	-3.6
34	CC(C)N1C[C@@H]2C[C@H](NS(=O)(=O)c3cccc(C#N)c3)CN2Cc2ccccc21	-113.8	i	-8.1	-247.3
35	CC(=O)N(Cc1nn(C)c2c1CN(S(C)(=O)=O)CC2)c1ccccc1	-2.2	0.6	-1.0	-8.3
36	Cc1cc(=O)n(CC(=O)N2CCCc3ccccc32)c(N2CCOCC2)n1	4.3	-14.3	1.2	-2.1

#	UCHL1 block	USP17 inh	USP7 block	OTUD3 block
25	2.8	15.0	6.5	5.0
26	2.9	6.8	-5.3	14.3
27	6.1	-3.0	11.1	9.7
28	2.5	7.7	4.0	3.3
29	-9.0	-4.0	-6.7	-7.9
30	-0.9	11.7	6.4	6.7
31	2.4	·	4.3	19.1
32	-1.8	·	4.9	-0.2
33	-0.2	-11.0	0.6	0.8
34	-28.9	-188.8	-29.0	-217.3
35	0.0	-2.7	1.4	-10.3
36	0.0	-0.4	-2.1	0.0

No new results follow: entries from further up.
#	smiles	USP8 inh	USP30 inh	USP10 inh	USP28 block
1	O=C(/C=C/c1ccc(Cl)cc1)Nc1nc2n(n1)C(c1ccccc1)CC(=O)N2 (centres undefined)	20.7	11.8	12.6	-1.4
2	COc1ccc(CCNC(=O)c2cnc3sc4c(n3c2=O)CCCC4)cc1	-3.1	-12.3	1.0	-10.3
3	O=C(CN1CCC(c2nc3ccccc3[nH]2)CC1)Nc1ccccc1	-2.4	·	0.1	·

#	UCHL1 block	USP17 inh	USP7 block	OTUD3 block
1	1.6	3.5	8.2	1.9
2	-1.0	-2.8	-0.1	-6.1
3	3.4	0.0	·	2.8

The list goes on:
#	smiles	USP8 inh	USP30 inh	USP10 inh	USP28 block
37	O=C(O)c1c(CNCCc2c[nH]c3ccccc23)c2ccccc2n1Cc1ccccc1F	-9.1	-53.5	-2.5	-1.6
38	COCCn1ccc2nc(C)c(C(=O)Nc3ccc4c(c3)OCO4)cc2c1=O	74.8*	-17.4	-2.3	0.8
39	CCOC(=O)C1CCN(C(c2ccco2)c2sc3ncnn3c2O)CC1 (centres undefined)	-3.4	-47.5	-5.0	-40.5
40	O=C1CS(=O)CN1c1ccc(Br)cc1 (centres undefined)	13.5	18.8	-2.6	17.2
41	COc1ccc([C@H]2C[C@@H](O)[C@@H](O)[C@@H]2NC(=O)c2cccc(OC)c2)cc1	7.0	15.3	2.3	-5.4
42	COc1ccc(NC(=O)c2cc(S(=O)(=O)N3CCCCCC3)cn2C)cc1	0.0	0.2	10.9	1.3
43	CC(=O)c1cccc(-n2c(=O)c3c4c(sc3n(CC(=O)NCC3CCCO3)c2=O)CN(C(C)=O)CC4)c1 (centres undefined)	0.1	-8.6	-3.9	-7.7
44	CN1[C@@H](CCC(=O)N2CCOCC2)CNC(=O)[C@@H]2[C@H]1CCN2Cc1cccc(Cl)c1	13.2	-26.9	-5.9	-5.4
45	O=C1N(c2cccnc2)C(=O)C2(Cc3ccccc3)CCN(Cc3ccc(F)cc3)CCN12 (centres undefined)	4.1	14.3	-1.1	2.0
46	O=C(NCc1cccnc1)c1cnc2ccccc2n1	0.9	26.8	3.9	6.7
47	CC(C)(C)c1ccc(C(=O)N2CCC(NC(=O)Cc3ccccc3)CC2)cc1	-11.5	-6.2	-1.6	-0.8
48	CC(C)Oc1ccc(C(=O)Nc2cc(=O)n(C)c(=O)n2C)cc1	0.1	12.5	1.9	12.7

#	UCHL1 block	USP17 inh	USP7 block	OTUD3 block
37	1.6	-5.8	-71.3	-10.7
38	9.2	28.9	3.5	0.0
39	-20.6	-29.7	-21.3	0.2
40	3.5	13.5	1.4	10.6
41	3.3	4.2	3.1	8.8
42	0.9	22.2	2.6	-0.2
43	-2.7	-0.8	0.0	-4.5
44	0.1	-92.8	-15.6	-6.7
45	1.2	-1.1	-1.9	5.0
46	0.6	7.9	4.5	15.9
47	0.9	-3.1	-1.3	-2.5
48	2.8	2.6	2.2	12.6

Other results:
#	smiles	USP8 inh	USP30 inh	USP10 inh	USP28 block
49	CS(=O)(=O)c1ccccc1C(=O)NC1CCCc2ccccc21 (centres undefined)	-2.3	16.6	-3.9	7.1
50	CN1[C@H]2CCN(C(=O)C3CCC3)CC[C@@H]2Oc2ccccc2S1(=O)=O	4.7	4.2	-0.2	0.3
51	CCCc1cc(=O)[nH]c(N2CCN(c3ccc(Cl)cc3)CC2)n1	14.3	14.4	6.4	0.3
52	CN(C)S(=O)(=O)N1C[C@H](OCc2cccnc2)[C@H]2OCCC[C@H]21	-64.3	27.3	0.1	17.4
53	Fc1ccc(Cl)c(-c2nc(-c3ccn4cnnc4c3)no2)c1	-8.2	i	-5.1	-214.3
54	COCCN1Cc2cccc(C(=O)NCc3ccccc3OC)c2C1=O	11.0	6.5	3.9	11.1
55	COCCn1c(SCC(=O)Nc2ccc(C(C)=O)cc2)nnc1-c1c[nH]c2ccccc12	-1.5	5.3	0.7	13.9
56	O=C(C1CN(C(=O)CN2C(=O)COc3ccccc32)c2ccccc2O1)N1CCOCC1 (centres undefined)	3.7	-19.7	-1.5	-7.4
57	COc1cccc(C(=O)NCC(=O)Nc2nc3ccccc3[nH]2)c1	11.4	20.9	8.1	15.7
58	N#Cc1cccc(NC(=O)c2cc(C3CC3)n3nccc3n2)c1	-9.7	-33.2	1.9	-20.9
59	O=C(CC1=NS(=O)(=O)c2ccccc2N1)Nc1ccccc1Br	0.2	·	0.6	·
60	CCOc1ccc(C(=O)CN2C(=O)COc3ccccc3C2=O)cc1F	-1.2	-12.2	2.4	-1.6

#	UCHL1 block	USP17 inh	USP7 block	OTUD3 block
49	0.4	-1.2	3.4	12.6
50	-0.2	2.0	0.5	-4.0
51	3.3	26.5	-146.1	5.1
52	-0.8	·	1.5	7.9
53	-10.5	-129.8	-12.4	-143.1
54	0.1	-10.1	-6.5	-0.5
55	0.3	-1.7	0.6	4.3
56	-1.9	-1.7	-4.1	-3.5
57	3.1	58.9*	6.3	6.9
58	0.0	-21.5	2.7	-21.0
59	-1.6	-0.1	·	-3.1
60	-2.0	-6.9	-15.2	0.0

Additional structures follow:
#	smiles	USP8 inh	USP30 inh	USP10 inh	USP28 block
61	Cc1cc(-c2nccn2C)nc(C2CCCN2c2ccnc(C)n2)n1 (centres undefined)	7.8	8.9	0.0	-0.7
62	CCN1CCN(c2ccc(NC(=O)c3cc(C)ccc3C)cn2)C1=O	-20.2	-6.8	-4.6	3.4
63	CCc1nnsc1C(=O)N1CCCC1c1c(C)nn(C)c1C (centres undefined)	-3.5	-31.2	-4.2	-16.2
64	COCC1CN(C(=O)c2c(C)noc2C)Cc2cnn(CC3CC3)c21 (centres undefined)	-78.7	12.4	1.8	7.7

#	UCHL1 block	USP17 inh	USP7 block	OTUD3 block
61	4.0	2.9	4.3	5.1
62	-0.6	0.1	-1.7	-2.8
63	-1.5	-8.0	0.8	-4.5
64	0.0	-3.4	0.2	5.7

Molecules above containing a furan ring, fused or not (three):
#	smiles	USP8 inh	USP30 inh	USP10 inh	USP28 block
4	COc1ccc(C(=O)CSc2nnc(-c3cc4ccccc4o3)n2C)cc1	11.6	1.9	11.8	-0.1
20	O=C(NCc1ccco1)N1CCCn2nc(-c3cccnc3)cc2C1	0.1	-55.7	-4.0	-12.4
39	CCOC(=O)C1CCN(C(c2ccco2)c2sc3ncnn3c2O)CC1 (centres undefined)	-3.4	-47.5	-5.0	-40.5

#	UCHL1 block	USP17 inh	USP7 block	OTUD3 block
4	4.4	13.5	3.9	-1.7
20	-4.2	31.0*	-2.5	-11.5
39	-20.6	-29.7	-21.3	0.2
